Compound activity as filed in PubChem.
MITF TRPM1 inh – reduces MITF-dependent TRPM1 promoter luciferase signal; AID 488899; SK-MEL-5 TRPM1 promoter luciferase, 24 h; inhibition, % at 12.5 µM; actives 0.83% (n = 330,000);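 active = mean inhibition across replicates of 60% or more, whatever share of single replicates reaches that level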; note: values of inactives mirror those of a sister screen read the other way
NR2E3 ag-1 – activates human NR2E3 receptor. CHO-S Gal4-NCOR/VP16-NR2E3 two-hybrid, luciferase. inhibition of corepressor binding, % at 3.98 µM. actives 0.35% (n = 360,000). AID 602229;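 active = inhibition above the mean of all tested compounds plus 3 SD, cut at about 70% in these data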;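 note: 0% = DMSO with NR2E3 transfected cells and 100% = cells lacking NR2E3 construct; higher means lower luciferase signal from less NR2E3 corepressor binding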
Target sequence (Q9Y5X4 whole entry, looked up, the tested form may be a part): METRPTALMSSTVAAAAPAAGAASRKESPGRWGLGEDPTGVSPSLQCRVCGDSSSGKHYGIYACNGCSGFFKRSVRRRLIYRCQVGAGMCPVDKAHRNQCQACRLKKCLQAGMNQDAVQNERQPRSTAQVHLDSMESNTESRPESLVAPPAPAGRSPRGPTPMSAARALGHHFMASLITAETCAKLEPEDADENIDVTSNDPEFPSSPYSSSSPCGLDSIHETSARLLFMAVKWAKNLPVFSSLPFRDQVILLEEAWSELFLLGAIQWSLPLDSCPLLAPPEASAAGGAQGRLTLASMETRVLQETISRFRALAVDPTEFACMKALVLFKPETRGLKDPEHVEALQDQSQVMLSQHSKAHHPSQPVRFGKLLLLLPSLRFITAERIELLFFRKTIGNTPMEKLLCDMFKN
TWEAK Fn14 block – inhibitors of TWEAK-Fn14 interaction signaling; actives 2% (n = 360,000); TWEAK-stimulated Fn14 reporter cells, luciferase luminescence, 8 h; inhibition, % at 10 µM; in the data active = inhibition above about 50%
CF NFkB inh – cystic fibrosis NF-kB activation inhibition | KKLEB NF-kB-GFP reporter, PAF-induced, GFP fluorescence overnight | inhibition, % at 5 µM | actives 0.86% (n = 360,000) | AID 588850;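 active = at least 50% inhibition at 5 µM, scaled per plate between neutral and stimulator controls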;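 note: PAF is a Pseudomonas aeruginosa culture filtrate used as stimulus; plate controls were PAF-stimulated DMSO wells for no effect and unstimulated DMSO wells for full effect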
iPSC survival up – increases survival of single human iPS cells. hiPSC single-cell survival, ATPlite luminescence; 100% = ROCK inhibitor wells, 0% = DMSO. survival enhancement, % at 20 µM. actives 0.044% (n = 360,000). AID 602274; in the data active = survival enhancement above about 18%;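 note: cells exposed to compounds for 16 hours before the ATP read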
aDG glyco act – increases alpha dystroglycan glycosylation | Pro5-aDG cells, alpha-DG glycosylation AlphaScreen (IIH6); 0% Pro5, 100% B10-LARGE cell signal | actives 0.22% (n = 360,000) | activation, % at 10 µM;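 active = activation of at least 8% versus controls, or a plate z-score of at least 8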;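 note: Pro5 are CHO cells carrying HIG-tagged alpha-DG that lacks glycosylation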
HIF-2a inh – blocks HIF-2a reporter activity. 786-0 RCC cells HIF-2a reporter, luciferase luminescence, overnight. inhibition, % at 18.8 µM. actives 0.72% (n = 360,000). AID 624352;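 active = inhibition of the luminescence signal of 40% or more relative to plate controls, in a single-dose primary screen at 18.75 µM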
NR2E3 ag-2 – NR2E3 (human) agonism; Q9Y5X4; GST-NR2E3/biotin-RetCOR TR-FRET, 1536-well; inhibition of corepressor binding, % at 4.78 µM; actives 0.12% (n = 320,000); AID 2300;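 active = percent inhibition above the cutoff of mean plus 3 SD of all tested compounds, set per screening campaign, cut at about 20% in these data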;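 note: 0% = DMSO wells and 100% = biotin wells as full block of FRET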
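Assay system: NR2E3–RetCOR corepressor complex. Quantity: 1.35 nM GST-NR2E3. Buffer or medium: pH 7.5 Tris-based buffer. Reagent: biotinylated RetCOR corepressor at 7 nM final. Schedule: 5 h at 4 °C. Detection: TR-FRET, emission read at 617 and 671 nm. Replicates: one well per compound, singlicate testing.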
KKLEB tox – reduces viability of KKLEB cystic fibrosis airway cells; KKLEB CF airway cells viability, ATPlite luminescence, overnight; active compounds read low; cells stimulated with P. aeruginosa culture filtrate; activity change (cytotoxicity), % at 5 µM; actives 0.36% (n = 360,000); AID 602141;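 active = corrected activity change at or below -50% at 5 µM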
Peg3 promoter – reduces Peg3 promoter-driven luciferase expression in HeLa; HeLa PEG-Prom luciferase reporter, luminescence, overnight; inhibition, % at 20 µM; actives 1.7% (n = 360,000); AID 588405;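 active = inhibition of at least 50% at 20 µM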
Shn3 inh set2 – inhibitors of Schnurri-3 3'UTR reporter in osteoblasts | Clone20 osteoblast Shn3 3'UTR firefly luciferase, 24 h | inhibition, % at 12.5 µM | actives 0.52% (n = 360,000) | AID 588674;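 active = mean inhibition of at least 75% with every replicate also reaching 75%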;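 note: 0% = median of neutral control wells and 100% = pilot-screen positive control compound; some compounds past the cut are filed as inactive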
* hit, by the source's call; . = not tested or not shown.

molecule	MITF TRPM1 inh	Shn3 inh set2	NR2E3 ag-2	KKLEB tox	Peg3 promoter	iPSC survival up	NR2E3 ag-1	TWEAK Fn14 block	aDG glyco act	HIF-2a inh	CF NFkB inh
CSc1nnc(C(C)(C)C)c(=O)n1/N=C/c1ccccc1O	10	-25	2	5	7	-0.1	14	12	0.0	15	-3
CC[C@@]12C(=O)N(c3cccc(Br)c3)C(=O)N1[C@H](c1cccc(C)c1)[C@@H]1C(=O)N(Cc3ccccc3)C(=O)[C@@H]12	6	-4	1	-8	16	0.0	-5	19	0.2	13	11
C/C(=N\NC(=O)C1CCCC1)c1ccc(C(C)C)cc1	-41	-18	-2	-8	-117	-0.2	-36	-62	0.3	0	5
Cc1ccccc1NC(=O)c1cc(S(=O)(=O)N2CCOCC2)ccc1F	15	6	-1	4	15	1.2	-3	16	0.3	-7	6
Cc1nn(C)c(-c2n[nH]c(=S)n2Cc2ccco2)c1Cl	17	30	1	5	-4	0.0	3	-12	-0.2	16	-6
CS(=O)(=O)N(CC(=O)NCc1cccnc1)Cc1ccc(Cl)cc1	-7	-12	0	6	2	1.2	3	0	-0.1	5	11
COc1ccc(C(=O)NCCNc2nc3cc(C)c(C)cc3cc2C)cc1	-1	-8	1	-6	15	0.1	-7	6	0.2	1	-2
O=C(c1ccc(Cl)cc1)N1CCC(=O)N(C(CO)Cc2ccccc2)CC1 (stereo not drawn)	-4	4	4	16	10	0.9	-2	11	0.0	9	-14
COc1ccc(-c2noc(CNC(=O)c3ccc4c(c3)OCO4)n2)cc1OC	18	-4	0	-5	-3	0.0	9	10	0.4	10	-6
CS(=O)(=O)c1ccc(Cl)c(NC(=O)C2CCN(S(=O)(=O)c3cccs3)CC2)c1	-3	6	0	-3	5	-0.6	12	-4	-0.1	1	-59
CC(C)Cn1c(=O)c2c(nc3n2CCCN3Cc2ccccc2)n(C)c1=O	-2	22	3	1	17	1.1	0	13	-0.1	23	5
COc1ccc(NC(=O)c2ccc(S(=O)(=O)N3CCOCC3)cc2)c(OC)c1	-5	6	4	4	3	0.8	10	16	-0.1	19	-14
CCCOc1ccc(F)cc1-c1cc(C(=O)Nc2cc(OC)c(OC)c(OC)c2)[nH]n1	.	22	.	3	44	-1.0	25	64*	1.6	-41	-50
CCOC(=O)c1nnc2c(Br)c(-c3ccccc3)nn2c1C	0	4	-2	-3	-11	-2.2	-30	16	0.5	-13	-10
COCCN(C(=O)CN1CCc2ccccc21)c1c(N)n(Cc2ccccc2)c(=O)[nH]c1=O	17	-2	1	-14	15	-0.4	13	6	-0.1	9	30
O=C(COc1ccc(Cl)cc1Cl)NCCN1CCCCC1	.	22	.	5	-5	-3.1	2	-6	0.0	-4	10

Whole records as entered above. Values in the order: MITF TRPM1 inh | Shn3 inh set2 | NR2E3 ag-2 | KKLEB tox | Peg3 promoter | iPSC survival up | NR2E3 ag-1 | TWEAK Fn14 block | aDG glyco act | HIF-2a inh | CF NFkB inh
O=C(COc1ccc(Cl)cc1Cl)NCCN1CCCCC1 across the screens: . | 22 | . | 5 | -5 | -3.1 | 2 | -6 | 0.0 | -4 | 10
CS(=O)(=O)c1ccc(Cl)c(NC(=O)C2CCN(S(=O)(=O)c3cccs3)CC2)c1 across the screens: -3 | 6 | 0 | -3 | 5 | -0.6 | 12 | -4 | -0.1 | 1 | -59

Next part
molecule	MITF TRPM1 inh	Shn3 inh set2	NR2E3 ag-2	KKLEB tox	Peg3 promoter	iPSC survival up	NR2E3 ag-1	TWEAK Fn14 block	aDG glyco act	HIF-2a inh	CF NFkB inh
Cc1ccc(OCCOCCn2ccnc2)c(Br)c1	-13	1	2	10	-53	8.3	-8	-37	0.7	-105	-3
O=c1oc2cc(Oc3ccc(C(F)(F)F)cc3[N+](=O)[O-])ccc2c2c1CCC2	19	17	2	8	7	-1.2	7	-8	0.6	21	7
Cc1noc(C)c1COc1ccc(C(=O)OCC(=O)NCc2ccccc2Cl)cc1	1	-9	1	1	13	-1.1	-28	-2	0.0	9	-4
Cc1cc(C)c2nc(N3CCC(C(=O)N4CCN(c5ncccn5)CC4)CC3)sc2c1	7	5	-3	-1	6	2.8	-2	-1	0.4	13	-22
Cc1cccc(CNc2ccc(C(CC(N)=O)NC(=O)Cc3cccc4ccccc34)cc2[N+](=O)[O-])c1 (stereo not drawn)	-4	12	0	1	35	-2.5	-9	13	-0.5	4	-24
Cn1c(Cc2cccc3ccccc23)nnc1SCC(=O)N1CCN(c2ccccc2)CC1	15	-16	0	16	22	-1.1	29	-11	0.0	21	5
COc1ccccc1CN1CCCC(N2CCN(c3ccc(F)cc3)CC2)C1 (stereo not drawn)	-3	-6	1	-10	7	-0.3	21	3	0.1	23	-7
O=S(=O)(NCc1ccccc1)c1ccc(Br)c2nsnc12	4	-13	-2	-2	-2	0.0	6	4	0.1	-3	-9
CC1=C(C(=O)N2CCCC(N3CCN(c4ccccc4F)CC3)C2)OCCO1 (stereo not drawn)	0	9	1	-5	-9	-0.2	-2	3	-0.4	-6	26
Cc1cc(=O)[nH]c(SCCCOc2ccc3c(c2)CCC3)n1	3	-4	0	8	2	3.4	2	-17	0.1	13	2
CCn1cc(CN2CCCC(CNS(=O)(=O)c3ccc(OC)cc3)C2)cn1 (stereo not drawn)	3	-17	.	-15	11	-0.2	14	2	-0.3	12	3
COc1ccc(NC(=O)c2cccnc2)c([N+](=O)[O-])c1	13	11	4	7	17	-0.7	-4	8	-0.4	9	4
O=C(CNC1CCCCC1)NCC1(c2ccccc2)CCCC1	-3	70	0	-6	13	-0.9	0	0	4.0	12	6
CN(C)c1cc[n+](CC(=O)Nc2cccc([N+](=O)[O-])c2)cc1	1	6	3	-4	4	-0.4	-14	2	-0.1	6	-10
Cc1cc(C(=O)CSc2cccc[n+]2[O-])c(C)n1-c1ccc(OC(F)F)cc1	-36	-16	-3	7	-167	-0.4	-31	-22	0.7	-207	16
CC(C)Nc1ccc(C(CC(N)=O)NC(=O)Cc2ccc(Cl)cc2)cc1[N+](=O)[O-] (stereo not drawn)	-46	15	1	-16	9	-1.9	-3	21	0.5	-10	-40
Cc1cc(C)nc(N2CCCC(C(=O)NCCc3ccccc3F)C2)n1 (stereo not drawn)	2	10	2	2	20	1.7	5	-6	0.2	-4	5
COc1cccc(CN2CCNC(=O)C2CC(=O)NCCc2nc(C)c(C)s2)c1OC (stereo not drawn)	8	-5	8	-14	15	-1.2	-8	-17	-0.2	10	-6
COC(=O)c1cn(C(C)C(=O)NCc2ccco2)c2ccccc12 (stereo not drawn)	-9	-6	2	-22	-10	9.4	-6	-2	6.0	-17	9
O=C(Nc1ccc(Cc2ccncc2)cc1)C1CCC(N2C(=O)C3C4C=CC(C5CC45)C3C2=O)CC1 (stereo not drawn)	40	75	2	-3	40	-2.0	16	47	1.9	17	8
Cc1cc(C)c(NC(=O)CNC(=O)c2ccc3c(=O)n4c(nc3c2)CCC4)c(C)c1	.	0	6	-8	1	-0.3	-12	4	-0.3	11	2
CC(C)(C)OC(=O)N1CCC[C@H]1c1nnc(SCc2cccc(Cl)c2)o1	12	-2	2	-3	19	-0.1	-16	3	0.0	8	5
CC1CCCCC1NC(=O)COC(=O)c1cc(=O)c2ccccc2o1 (stereo not drawn)	9	-4	0	12	13	4.6	-18	10	-0.1	10	2
O=C(/C=C/c1ccco1)Oc1ccc(C(=S)N2CCOCC2)cc1	-1	-39	1	-3	5	-0.9	-20	-11	-0.1	-6	-6
Cn1nc(-c2ccccc2)c(N2CCCCC2)cc1=O	-4	-13	2	-7	4	0.8	0	-2	-0.4	18	-3
O=C(Nc1nnc(C(F)(F)F)s1)C1COc2ccccc2O1 (stereo not drawn)	2	.	1	7	-76	-0.5	-55	-1	-0.1	-174	17
O=C(CN(Cc1ccccc1)S(=O)(=O)c1ccc(F)cc1)NCc1ccccn1	6	-5	1	-3	-8	-0.3	-31	1	0.1	-1	-5
CCCCN(C(=O)C1CSC2(C)CCC(=O)N12)c1c(N)n(CC(C)C)c(=O)[nH]c1=O (stereo not drawn)	13	8	3	-6	7	0.1	-3	0	-0.3	11	6
O=c1cc(-c2ccccc2)nc(SCc2ccccc2)[nH]1	6	-1	1	2	12	0.2	1	-5	0.0	22	-3
C/C(=N\NC(=O)c1nnn(-c2nonc2N)c1-c1cccs1)c1ccncc1	-2	-2	0	0	8	-0.3	-9	17	-0.3	-2	19
CSc1c(SCc2ccccc2)cnn(Cc2ccccc2)c1=O	-3	-24	-9	1	0	-1.3	-30	-17	-0.1	-1	15
CCOc1[nH]n(-c2ccccc2)c(=O)c1C=Nc1ccccc1	22	3	-2	-10	20	-0.4	-18	10	-0.5	-13	-3
Cc1cc(N/C=C\c2nnnn2-c2ccc(F)cc2)no1	-10	-19	-4	0	-57	-0.6	-27	-8	-0.1	-89	2
Cc1ccc(CCN2CCN=C2Nc2ccccc2)cc1	-9	80	2	2	0	2.2	13	2	0.2	5	-30
c1ccc(Cn2nnnc2C(c2cccnc2)N2CCN(c3ccccc3)CC2)cc1 (stereo not drawn)	13	27	6	20	21	2.1	1	9	0.2	-4	-5
CN(C)Cc1c(-c2ccc(Cl)cc2)nc2ccccn12	-60	-51	0	-6	-201	2.0	-93	-27	-0.4	-299	-8
O=C1[C@H]2[C@@H](c3ccc(F)cc3)N3C(=O)N(c4ccc(Br)cc4)C(=O)[C@@]3(Cc3ccc(Cl)cc3)[C@H]2C(=O)N1C1CCCCC1	15	4	2	-3	14	1.0	-20	25	1.0	-1	14
Cc1ccc(C(=O)C2=C(O)C(=O)N(CC3CCCO3)C2c2ccccc2F)o1 (stereo not drawn)	-4	-11	12	-6	6	-0.1	-8	-13	-0.2	6	-1
Clc1ccccc1-c1nc(N/N=C/c2cccnc2)c2ccccc2n1	-3	-1	-3	6	31	-0.9	-17	34	0.2	8	-8
COc1ccc(N2CCN(C(=O)CCCCCn3c(=O)[nH]c4ccsc4c3=O)CC2)cc1	-7	17	3	1	8	-0.5	10	9	-0.1	13	-12
O=C1CCN(Cc2ccccc2)C=C1c1ccc(C(F)(F)F)cc1	0	-1	.	12	-52	-0.3	-59	-12	0.2	-58	-12
O=C(CN1CCCC1)OCCCc1ccccc1	1	-4	2	2	10	2.4	-21	-6	0.0	15	-10
CCN(CC)C(=O)CN(c1ccc(Cl)cc1)S(=O)(=O)c1ccccc1	1	5	3	-18	11	-3.0	15	-4	-0.1	14	14
CCOc1ccc(OCC)c(NC(=O)c2ccc(CNc3c(N4CCCC4)c(=O)c3=O)cc2)c1	5	-7	-2	-8	20	-0.6	8	-4	0.1	9	-22
